# High-throughput results from PubChem BioAssay.
# PKA-R2B activ: activators of human PKA-R2B complex; P22694+P31323; PKA-R2B holoenzyme dissociation, Cy5-IP20 fluorescence polarization; R2B truncated from residue 108, S112A mutant; 0% DMSO only, 100% 113 µM cGMP; activation, % at 11.4 µM; actives 0.079% (n = 340,000); AID 504700;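 active = activation above a cutoff set at the mean over all compounds plus 3 SD, cut at about 18% in these data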;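 note: higher means more holoenzyme dissociation and a rise in polarization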
# Target sequence (P31323 whole entry, looked up, other chains not shown, the tested form may be a part): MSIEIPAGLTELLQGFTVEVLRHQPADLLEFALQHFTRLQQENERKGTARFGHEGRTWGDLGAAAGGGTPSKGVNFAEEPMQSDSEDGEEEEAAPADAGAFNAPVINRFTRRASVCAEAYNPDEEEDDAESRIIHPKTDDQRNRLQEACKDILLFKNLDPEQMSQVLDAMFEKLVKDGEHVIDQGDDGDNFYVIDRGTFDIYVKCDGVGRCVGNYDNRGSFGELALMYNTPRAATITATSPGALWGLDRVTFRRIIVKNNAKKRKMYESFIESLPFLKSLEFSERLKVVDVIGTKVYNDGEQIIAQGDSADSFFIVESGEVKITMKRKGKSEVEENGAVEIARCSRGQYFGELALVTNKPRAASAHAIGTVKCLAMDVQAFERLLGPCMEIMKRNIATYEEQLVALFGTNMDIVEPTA
# phage Ecoli inh: E. coli growth loss with phage present. actives 0.26% (n = 360,000). inhibition, % at 11.9 µM. growth absorbance. AID 651602; in the data active = inhibition above about 11%
# PfHsp90 yeast 2: inhibits growth of yeast expressing Plasmodium falciparum Hsp90; S. cerevisiae expressing PfHsp90, BacTiter-Glo ATP, 48 h; yeast lacking PDR1 and PDR3 efflux regulators; inhibition, % at 9.4 µM; actives 0.32% (n = 310,000);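 active = every replicate shows inhibition above about 80%, whatever the replicate mean, limit read from the data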;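 note: 0% = DMSO neutral controls and 100% = 20 µM radicicol positive controls; yeast relying on Plasmodium falciparum Hsp90 in place of its own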
# OPRM1-OPRD1 inv: inverse agonist of human OPRM1-OPRD1 heterodimerization; P35372+P41143; inhibition, % at 9.3 µM; AID 504357; cell-based MOR-DOR heterodimer luminescence, inverse agonism; actives 0.21% (n = 340,000); in the data active = inhibition above about 22%, passing the limit was not always enough;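 note: 0% = cells with DMSO and 100% = wells without cells with DMSO; values of inactives mirror those of a sister screen read the other way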
# MOR-DOR ag: OPRM1-OPRD1 heterodimerization agonism. actives 0.3% (n = 340,000). AID 504326. P35372+P41143. cells, luminescence. activation, % at 9.3 µM; in the data active = activation above about 18%;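 note: 0% = vehicle-treated cells and 100% = reference agonist; values of inactives mirror those of a sister screen read the other way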
# AddAB inh: less growth of phage-infected E. coli with AddAB. E. coli expressing H. pylori AddAB, absorbance growth. inhibition, % at 11.9 µM. actives 0.29% (n = 330,000); in the data active = inhibition above about 12%;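 note: 0% = vehicle wells of infected cells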
# Tat transport: blocks Tat-dependent protein export in E. coli. inhibition, % at 10 µM. actives 0.036% (n = 340,000). E. coli MC4100 TorA-mCherry Tat export, fluorescence;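 active = mean replicate inhibition at least 50% and at least half of replicates individually reaching 50%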;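 note: exported cargo escapes ClpAP degradation while cytoplasmic cargo is degraded and loses fluorescence; 0% = median of neutral control wells and 100% = median of NaSCN control wells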
# HTR5A inv ag: inverse agonist of human HTR5A in OPRM1-OPRD1 counter-screen. P47898. HTR5A cell line, luminescence, inverse agonism. inhibition, % at 9.3 µM. actives 0.083% (n = 340,000); in the data active = inhibition mostly above about 23%, no sharp cut-off; inactive = mostly below about 18%;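 note: 0% = cells with DMSO and 100% = no-cell wells with DMSO; some compounds called inactive have numbers as strong as hits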
# Target sequence (P47898 whole entry, looked up): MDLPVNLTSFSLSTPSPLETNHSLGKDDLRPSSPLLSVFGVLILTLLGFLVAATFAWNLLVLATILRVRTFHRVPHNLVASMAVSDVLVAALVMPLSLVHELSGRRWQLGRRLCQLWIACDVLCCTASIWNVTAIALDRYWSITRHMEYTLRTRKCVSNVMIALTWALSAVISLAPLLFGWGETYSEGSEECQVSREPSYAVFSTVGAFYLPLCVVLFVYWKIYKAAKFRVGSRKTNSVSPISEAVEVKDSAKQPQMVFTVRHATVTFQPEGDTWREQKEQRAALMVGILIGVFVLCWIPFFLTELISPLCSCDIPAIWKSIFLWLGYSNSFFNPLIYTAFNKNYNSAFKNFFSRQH
# PKA-R1A act: PKA-R1A complex activation | P00514+P68181 | PKA-R1A dissociation, Cy5-IP20 fluorescence polarization; scaled: DMSO 0%, 113 µM cGMP 100% | activation, % at 11.4 µM | actives 0.083% (n = 340,000);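 active = percent activation above the mean of all tested compounds plus 3 SD, cut at about 19% in these data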;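 note: higher means more PKAc released from R1A so a rise in polarization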
# Ecoli viability: reduces bacterial viability in AddAB counter-screen; inhibition, % at 11.9 µM; actives 0.27% (n = 330,000); AID 449728; E. coli V3065 growth, OD600 absorbance, 18 h;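 active = inhibition above the campaign's mean inhibition across all tested compounds plus 3 SD, cut at about 9.9% in these data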;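 note: uninfected addAB+ strain grown without phage in ampicillin broth; 0% = DMSO wells and 100% = ciprofloxacin 0.95 µg/ml wells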
# Mot1-301 SUMO: blocks SUMOylation pathway, rescuing yeast Mot1-301 growth. S. cerevisiae Mot1-301 growth rescue, ATP luminescence, 38.5C; percent above DMSO median, 100 means doubled. growth rescue, % at 18.8 µM. actives 1% (n = 320,000). AID 2716;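 active = every valid replicate shows activation above 250% relative to neutral control wells; inactive = the rest, any valid replicate at or below 250%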;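 note: OY570 slx delta 5 strain wells were the positive control but not used for scaling; some compounds called inactive have numbers as strong as hits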
# The depositor's hits bear a star; x = no result given. Rows are unselected; 2.2% or so of the library scored in one or more.
no.	SMILES	PKA-R1A act	phage Ecoli inh	PfHsp90 yeast 2	AddAB inh	OPRM1-OPRD1 inv	PKA-R2B activ	HTR5A inv ag	Mot1-301 SUMO	MOR-DOR ag	Ecoli viability	Tat transport
1	O=C(CSc1nc2ccsc2c(=O)n1NC(=O)c1ccccc1)NCc1ccco1	-8.0	3.0	x	0.6	14.9	-9.6	-7.0	-7.4	-2.9	0.2	-1.5
2	C=CCSc1ncnc2sc(C)c(C)c12	0.6	2.5	2.7	-5.0	-3.7	-4.8	4.6	-11.7	0.5	-2.1	-4.1
3	COc1ccc(CCNC(=O)c2cccc(S(=O)(=O)N3CCOCC3)c2)cc1OC	-2.1	4.2	-11.9	2.7	-4.2	4.4	-18.4	2.1	1.0	-1.1	-3.8
4	COc1cccc(NC(=O)c2nc(SC)ncc2Cl)c1	-10.8	0.2	-11.0	4.5	14.0	13.2	8.5	-15.4	-2.5	0.1	3.2
5	CC(C)(C)N(NC(=O)c1ccccc1)C(=O)c1cccc(C(=O)N(NC(=O)c2ccccc2)C(C)(C)C)c1	-5.6	1.0	2.1	-1.9	-2.3	0.4	-10.8	x	0.4	2.3	-4.7
6	CCc1nc(SCC(N)=O)c2c(=O)n(C)c(=O)n(C)c2n1	3.5	3.5	12.4	-1.4	4.4	-7.6	-1.7	19.5	-0.8	-0.1	-6.8
7	COc1ccccc1CC(=O)OCC(=O)N1CCN(c2ccc(F)cc2)CC1	-1.7	1.7	x	2.2	17.0	6.4	-3.6	-22.4	-4.0	1.7	3.7
8	CC(C)(O)[C@@H]1CC[C@@](C)(C2CC[C@]3(C)C2[C@H](O)CC2[C@@]4(C)CC[C@H](O)C(C)(C)C4[C@@H](O[C@H]4O[C@@H](CO)[C@H](O)[C@@H](O)[C@@H]4O[C@@H]4O[C@H](CO)[C@@H](O)[C@H](O)[C@H]4O)C[C@]23C)O1 (stereo in doubt)	3.9	1.0	-21.8	1.2	-0.3	4.1	-8.2	-5.9	0.0	0.4	-12.7
9	COc1cc(OC)nc(NC(=O)C(C)C)n1	-3.3	0.1	1.4	1.0	18.5	-0.7	0.4	9.2	-3.6	0.3	7.4
10	Cc1ccc(OCC(O)Cn2c(=N)n(Cc3ccccc3)c3ccccc32)cc1 (stereo unspecified)	8.1	5.2	x	3.4	-12.8	-6.8	4.4	4.4	2.8	3.0	1.6
11	CCN(CC)CCN1C(=O)C(O)=C(C(=O)c2cccs2)C1c1ccccn1 (stereo unspecified)	-2.8	0.4	x	1.0	11.6	-1.4	13.9	5.6	-2.1	1.2	-2.5
12	O=c1[nH]cnc(O)c1C(c1ccc2c(c1)OCO2)c1c(O)nc[nH]c1=O	-8.8	4.1	-6.3	5.8	8.5	-1.3	-3.4	-14.2	-1.6	0.8	-6.0
13	Cc1cc(NC(=O)C(C)C)n(-c2nc3ccccc3s2)n1	10.9	3.4	3.4	1.9	-7.6	3.8	27.2	5.7	1.5	4.0	-6.7
14	O=C(NCCc1ccccc1)c1ccc2c(c1)S(=O)(=O)N=C1CCCCCN12	5.3	4.6	16.9	2.3	2.5	-0.3	-1.4	2.2	-0.6	0.0	0.7
15	CC(=O)c1cccc(NC(=O)NNC(=O)c2ccc3ccccc3c2)c1	-1.6	0.3	-3.7	0.3	2.7	9.9	-19.7	293.9	-0.5	-0.8	-4.7
16	COc1ccc(CCNc2nc(Cl)nc(NC(C)(C)CO)n2)cc1OC	3.3	1.9	32.7	1.5	-6.0	-6.6	14.3	-12.8	1.1	0.0	-1.4
17	Cn1nc(C(=O)N2CCN(c3ccccc3)CC2)c2c1-c1ccccc1S(=O)(=O)C2	-16.1	1.6	-11.7	4.2	9.2	-12.3	-7.2	-2.5	-1.9	2.6	-1.7
18	CCC(C)(C)n1nnnc1C(c1ccc(N(C)C)cc1)N1CCN(C2CCCCC2)CC1 (stereo unspecified)	4.3	1.4	-31.6	x	-15.5	-4.5	1.9	x	3.4	x	0.2
19	CN(C)S(=O)(=O)c1ccc(C(=O)Nc2nnc(SCc3ccccc3)s2)cc1	0.1	3.7	13.7	0.5	5.6	-11.2	-2.2	-14.7	-1.0	1.1	-3.2
20	O=C(COC(=O)CNC(=O)c1cccc([N+](=O)[O-])c1)NCc1ccco1	-8.8	3.8	3.8	1.0	6.9	-4.6	14.8	0.4	-1.5	1.4	4.7
21	c1coc(C2=NCCc3ccccc32)c1	8.0	5.0	-6.2	1.5	-3.5	7.1	0.9	3.5	0.7	1.2	-4.2
22	CC(C)N=C(NC#N)SCc1ccccc1	-12.3	-0.8	6.1	1.4	3.8	2.4	-4.6	5.9	-0.7	3.3	-7.0
23	Cc1ccc(S(=O)(=O)N2CCC(C(=O)N[C@@H](C)C(=O)NC3CCCCC3)CC2)cc1	-1.8	0.8	-9.3	2.1	-3.7	-2.2	-15.4	2.9	0.6	-1.3	6.4
24	COC(=O)[C@H](NC(=O)c1cc(-c2ccccc2)nc2ccccc12)c1ccccc1	-1.3	2.1	-6.5	-4.0	-3.8	-2.6	8.1	2.6	0.7	-0.4	5.5
25	Cc1c(Nc2nc3ccccc3nc2N2CCN(c3ccccc3)CC2)c(=O)n(-c2ccccc2)n1C	-4.9	1.5	x	-0.7	-14.3	3.4	7.9	0.3	2.8	1.6	-2.3
26	CCOC(=O)C1(CCOC)CCN(Cc2ccc3nonc3c2)CC1	-0.6	0.6	19.0	-0.9	-13.2	-5.0	-16.9	327.1*	2.6	-0.8	1.1
27	COc1ccccc1-c1noc(-c2ccco2)n1	14.2	1.9	15.3	4.3	2.6	2.2	-12.1	4.7	-0.6	0.6	5.5
28	Cc1ccc(N(CC(=O)N2CCN(c3ccccc3F)CC2)S(=O)(=O)c2c(C)noc2C)cc1	8.5	1.4	8.8	4.0	6.6	0.8	6.5	1.0	-1.3	2.8	6.0
29	O=C(NCc1ccc2c(c1)OCO2)c1ccc2c(c1)C(=O)N(CC1CCCO1)C2=O (stereo unspecified)	-23.4	-0.6	x	2.4	5.4	-10.6	-21.4	-4.6	-1.2	-2.3	-6.0
30	CCn1c2ccccc2c2cc(NC(=O)C3CCN(S(=O)(=O)c4cccs4)CC3)ccc21	-8.1	3.0	-2.8	1.3	21.0	-0.3	5.4	30.1	-3.6	1.6	-11.3
31	Cc1ccc(S(=O)(=O)NCCC(=O)OCn2nnc3ccccc3c2=O)cc1	-2.8	2.8	-7.4	1.2	10.8	-11.3	2.2	114.7	-2.0	-0.6	4.8
32	CCN(CC)c1nc(-c2ccc(Cl)cc2)cc(C(F)(F)F)c1C#N	7.5	4.7	-5.2	2.0	18.5	-12.7	19.1	10.2	-3.8	1.0	-8.0
33	COc1ccc(C(=O)N2CCN(c3ccccc3)CC2)cc1S(=O)(=O)N1CCCC1	-3.7	0.9	-4.3	3.4	13.4	7.1	-11.8	183.8	-3.3	-1.0	-2.7
34	O=c1cc(CO)oc(CN2CCN(c3ccccc3)CC2)c1O	-11.8	2.3	2.8	-2.0	9.5	-9.6	-21.5	-8.6	-1.6	-2.6	3.4
35	C=CCN=C1CC(C)(C)CC(=O)/C1=C(\O)CCCN1C(=O)c2ccccc2C1=O	1.2	2.1	x	0.3	-7.0	-4.7	-1.0	2.2	1.5	2.3	-4.2
36	Cc1ccc(Nc2nc(=O)c3cccnc3s2)cc1	1.2	2.1	-22.6	-1.9	9.2	-0.8	3.7	8.5	-1.6	-0.4	11.5
37	Cc1ccc(C2C(C#N)=C(N)Oc3n[nH]c(-c4cccs4)c32)s1 (stereo unspecified)	1.2	1.4	-1.2	0.3	5.4	-0.9	6.4	-28.7	-0.9	-1.5	-0.8
38	COc1ccc(C)cc1NC(=O)C1CCC(CNc2c(N3CCOCC3)c(=O)c2=O)CC1 (stereo unspecified)	-4.8	2.5	5.0	-0.6	10.5	-12.7	-8.0	2.8	-1.8	2.3	-3.2
39	O=C(NC(=S)NC1CCS(=O)(=O)C1)c1ccccc1F (stereo unspecified)	3.0	0.8	15.6	-2.6	6.6	-5.4	7.1	37.3	-1.1	-1.2	-4.9
40	N#Cc1ccccc1Oc1ccccc1C=O	2.2	5.8	-16.8	2.2	16.6	-11.2	31.8	0.0	-3.3	1.4	-5.9
41	COc1ccccc1CNC(=O)OCc1nccnc1C(=O)Nc1ccc(Br)cn1	10.3	1.3	-21.3	3.9	2.5	-4.2	-0.9	92.5	-0.5	1.4	1.6
42	O=C(Oc1ccc(-c2cnc3ccccc3n2)cc1)c1cccc([N+](=O)[O-])c1	3.8	1.2	11.5	0.8	12.2	5.5	-8.8	-7.0	-2.1	0.1	-12.2
43	CCOC(=O)N1CCN(CC(=O)NC(=O)Nc2ccc3c(c2)OCCO3)CC1	-7.5	1.8	-19.9	x	16.9	-2.8	16.9	x	-3.5	x	-1.0
44	Nc1nc(N)c2c(n1)CCCC2	-5.0	-0.1	-1.3	2.1	8.6	-5.4	-4.2	-8.9	-1.7	0.7	-0.8
45	N/C(=N\OC(=O)Nc1ccccc1)c1cccc(C(F)(F)F)c1	-11.0	-0.2	-4.6	0.4	9.0	-8.9	-26.2	4.0	-1.8	-0.9	-11.5
46	CC(=O)Oc1cc(C(=O)OCC(=O)NC23CC4CC(CC(C4)C2)C3)cc(OC(C)=O)c1OC(C)=O	-3.9	5.6	16.8	x	3.9	-7.8	5.6	x	-1.0	x	-4.9
47	COc1ccc(/C=C(/C(=O)c2cccs2)N2C=CC=CC2=C(C#N)C#N)cc1	-2.5	2.4	3.4	x	5.9	3.0	6.8	x	-0.9	x	6.8
48	COc1ccc(C(C(=O)NC2CCCC2)N(C(=O)c2snc(-c3ccc(F)cc3)c2N)c2cccc(F)c2)cc1 (stereo unspecified)	10.9	3.3	x	2.1	4.6	-10.5	11.2	x	-0.9	1.4	7.1
49	CSc1ccc(CN(C)C(=O)CNC(=O)c2ccc3c(c2)OCO3)cc1	-3.9	3.6	x	6.1	1.1	-2.7	-2.0	-7.8	-0.2	0.7	-2.1
50	COc1ccc(NC2CCCN(C(=O)c3cccc(C)n3)C2)cc1OC (stereo unspecified)	-9.9	3.5	-9.3	4.4	1.8	9.6	13.2	x	-0.3	0.2	-1.7
51	COc1cccc(Nc2c(Nc3cccc(OC)c3)c(=O)c2=O)c1	7.7	4.2	1.7	-0.4	1.4	10.1	6.5	13.7	-0.3	-0.4	2.3
52	COc1ccc(-c2cn3cc(C)ccc3n2)cc1F	6.3	4.0	17.9	0.5	-1.9	-4.5	-6.6	85.6	0.4	0.5	-5.8

# Sorted by molecular weight (smallest number first): part of the list above
no.	SMILES	PKA-R1A act	phage Ecoli inh	PfHsp90 yeast 2	AddAB inh	OPRM1-OPRD1 inv	PKA-R2B activ	HTR5A inv ag	Mot1-301 SUMO	MOR-DOR ag	Ecoli viability	Tat transport
21	c1coc(C2=NCCc3ccccc32)c1	8.0	5.0	-6.2	1.5	-3.5	7.1	0.9	3.5	0.7	1.2	-4.2
20	O=C(COC(=O)CNC(=O)c1cccc([N+](=O)[O-])c1)NCc1ccco1	-8.8	3.8	3.8	1.0	6.9	-4.6	14.8	0.4	-1.5	1.4	4.7
46	CC(=O)Oc1cc(C(=O)OCC(=O)NC23CC4CC(CC(C4)C2)C3)cc(OC(C)=O)c1OC(C)=O	-3.9	5.6	16.8	x	3.9	-7.8	5.6	x	-1.0	x	-4.9
